Alkaline phosphatase: inhibition of tissue-nonspecific alkaline phosphatase – biochemical, luminescent (AID 518) | purified TNAP enzyme, luminescent substrate readout; higher % means a stronger effect | inhibition, % at 20 µM; hits with a dose series show IC50 in µM | 64,000 tested, 0.09% active; in the data active = a potency from the dose series; inactive = the rest, 99 in 100 with inhibition below about 22%;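 also: plate controls were vehicle for no effect and reference inhibitor for full effect; many of its hits are not listed in these tables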
HPDE-C7K KRASV12: cytotoxicity in KRAS-transformed pancreatic duct cells, primary screen, cell-based, fluorescence, HTS (AID 431); HPDE-C7K KRASV12 cells, Alamar Blue viability, 48 h; higher % means a stronger effect; cytotoxicity, % at 10 µM, or EC50 in µM where a hit was titrated; 63,000 tested, 1.7% active;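 active = compounds whose percent cytotoxicity in the single-dose primary screen, scaled between solvent and toxic-drug controls, exceeds 50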;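 also: 0% = DMSO solvent wells and 100% = doxorubicin-treated wells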
HPDE-C7 cytotoxicity: cytotoxicity in HPDE-C7 cells, cell-based, fluorescence, HTS (AID 430). HPDE-C7 pancreatic duct cells viability, fluorescence; higher % means a stronger effect. cytotoxicity, % at 10 µM; hits with a dose series show EC50 in µM. 63,000 tested, 1.8% active;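 also: cells exposed to compound for 48 hours before viability readout; 0% = vehicle and 100% = reference cytotoxic drug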
LYP phosphatase: inhibition of human PTPN22 tyrosine phosphatase – biochemical, DiFMUP fluorescence, recombinant catalytic domain, 10 µM, primary screen (AID 606) | inhibition, % at 10 µM; hits with a dose series show IC50 in µM | recombinant LYP catalytic domain, DiFMUP fluorescence; higher % means a stronger effect | 52,000 tested, under 10 active;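 active = IC50 under 40 µM in the dose-response test; inactive = IC50 of 40 µM or more, or never dose-tested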
Spn DPM-DC inh: inhibitors of Streptococcus pneumoniae diphosphomevalonate decarboxylase | purified DPM-DC, PK/LDH coupled NADH fluorescence | calls only at 10 µM | 65,000 tested, 0.49% active | AID 556;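 active = the 320 compounds with the highest percent inhibition in the single-dose primary screen, excluding strongly autofluorescent ones, cut at about 32% in these data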;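 also: kinetic rate of NADH fluorescence loss reporting ADP formed by the decarboxylase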
Spn MK inh: blocks S. pneumoniae mevalonate kinase. purified MK, PK/LDH-coupled NADH absorbance 340 nm. inhibition, % at 10 µM. 65,000 tested, 0.48% active;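 active = ranked among the strongest by inhibition in the single 10 µM screen, a fixed top-ranked set picked for dose follow-up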; also: no value below 0 was filed
HT1080 viability: cytotoxicity in HT1080 fibrosarcoma cells, cell-based, fluorescence readout (AID 620) | HT1080 viability, fluorescence; higher % means a stronger effect | cytotoxicity, % at 10 µM, or EC50 in µM where a hit was titrated | 87,000 tested, 0.42% active;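 also: cells exposed to compound overnight then 4 h with Alamar Blue; 0% = vehicle DMSO and 100% = killing control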
Bfl-1 inhibitors: displacement of Bid BH3 peptide from Bfl-1 – biochemical, fluorescence polarization, FITC-Bid, mouse, primary screen (AID 432) | FITC-Bid BH3 peptide fluorescence polarization displacement; higher % means a stronger effect | displacement, % at 20 µM; hits with a dose series show IC50 in µM | 64,000 tested, 0.02% active; in the data active = a potency from the dose series; inactive = the rest, 99 in 100 with displacement below about 15%; also: strong numbers were not always called active
PMK inhibit: S. pneumoniae PMK inhibition | AID 539 | inhibition, % at 10 µM | purified PMK, PK/LDH-coupled NADH absorbance 340 nm | 65,000 tested, 0.49% active;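 active = top-ranked compounds by inhibition in the single 10 µM screen, taking a fixed number of the strongest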;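 also: 0% = full reaction with DMSO carrier and 100% = background rate without enzyme reaction; no value below 0 was filed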
PMK inhibit pilot replicates: second read-out of PMK inhibit, no call of its own (marks repeat the call); inhibition, %; measured here: pilot screen replicates
Spn MK inh pilot replicates: further read-out of Spn MK inh, marked with its call; inhibition, %; measured here: pilot screen replicates
Spn DPM-DC inh pilot screen %: also measured in Spn DPM-DC inh; calls as there; inhibition, %; measured here: pilot screen trials
* hit, by the source's call; i = inactive; · = not tested or not shown. Rule as the data show it, unless noted: active = cytotoxicity above about 50%; inactive = the rest.

SMILES	Alkaline phosphatase	HPDE-C7K KRASV12	HPDE-C7 cytotoxicity	LYP phosphatase	Spn DPM-DC inh	Spn MK inh	HT1080 viability	Bfl-1 inhibitors	PMK inhibit	others
COC(=O)c1cccc(NC(=O)CSc2nnc(COc3ccc(C#N)cc3)n2-c2ccccc2)c1	3%	-14%	-19%	·	i	11	-6%	-2%	11	PMK inhibit pilot replicates=0.5;Spn MK inh pilot replicates=2.5;Spn DPM-DC inh pilot screen %=0.0
O=C(O)CCCC(=O)Nc1c(F)c(F)c(F)c(F)c1F	-4%	-19%	-20%	-1%	i	9	7%	-7%	8
CCN(CC)CCNC(=O)c1ccc(N2CCCCC2)c(NS(=O)(=O)c2ccc(C)cc2)c1	11%	27%	13%	5%	i	9	-4%	1%	13	PMK inhibit pilot replicates=3.5;Spn MK inh pilot replicates=0.0;Spn DPM-DC inh pilot screen %=1.5
Cc1cc(C)nc(-n2nc(C)c(Oc3ccccc3O)c2C)n1	6%	1%	-13%	-34%	i	3	3%	-4%	0
O=C(Nc1ccc(N2CCN(C(=O)c3ccco3)CC2)cc1)c1ccc2c(c1)OCO2	-6%	39%	50%	4%	i	5	3%	0%	0
Cc1cccc(NC(=O)C2CCCN2S(=O)(=O)c2ccc(F)cc2)c1C (stereo not drawn)	8%	6%	6%	15%	i	2	-8%	-1%	13
CC1(C)CC(NC(=O)C23CCC(C)(C(=O)C2)C3(C)C)CC(C)(C)N1 (stereo not drawn)	7%	5%	4%	·	i	1	-5%	-6%	11
Clc1ccc(OCc2nn3c(C4CCCCC4)nnc3s2)c(Cl)c1	-12%	20%	7%	16%	i	6	-13%	1%	14
COc1cc(-c2nnc(Cn3cc(C(F)(F)F)ccc3=O)o2)cc(OC)c1OC	9%	0%	-2%	5%	i	0	-8%	3%	11
O=C(Nc1ccc(N2CCOCC2)cc1)NC1CCCCC1	0%	8%	2%	·	i	14	-6%	-5%	7
O=C(Cc1ccc(-n2c(=O)[nH]c3ccccc3c2=O)cc1)N1CCN(c2ccccc2)CC1	2%	-10%	-7%	-18%	i	1	-1%	-6%	11
Cn1c(Cn2c(=O)sc3ccccc32)nnc1SCc1ccccc1	-6%	-16%	-19%	8%	i	8	-6%	0%	13
O=C(CN1CCOc2ccccc21)NCc1cccs1	3%	-4%	-6%	4%	i	2	18%	-2%	11
COc1ccccc1N1CCN(CC(=O)Nc2cc(F)ccc2C)CC1	8%	-7%	-12%	·	i	17	-2%	2%	1
COc1ccc(CC2C(=O)OC(C)(C)OC2=O)cc1	6%	-4%	-10%	14%	i	11	-9%	-10%	13
CCc1cc2c(-c3ccccc3)cc(=O)oc2c(CN2CCOCC2)c1O	-1%	-13%	-1%	·	i	14	-2%	4%	4
CCCNC(=O)C(Cc1ccccc1)NS(=O)(=O)c1ccc2c(c1)CCC(=O)N2 (stereo not drawn)	3%	-10%	3%	-3%	i	0	-5%	1%	2
Cc1ccc2cc(C(c3nnnn3C3CCCC3)N3CCN(c4ccc(F)cc4)CC3)c(=O)[nH]c2c1 (stereo not drawn)	16%	2%	-8%	-2%	i	1	5%	-4%	10	PMK inhibit pilot replicates=0.5;Spn MK inh pilot replicates=1.5;Spn DPM-DC inh pilot screen %=0.5
Cc1ccn2cc(-c3nonc3C)cc2c1	15%	-16%	-9%	-5%	i	9	-7%	-7%	16
COc1ccc2cc(C(c3nnnn3Cc3ccccc3)N3CCCCCC3)c(=O)[nH]c2c1 (stereo not drawn)	8%	23%	27%	·	i	10	17%	-7%	12
CCN(C(=O)COC(=O)c1c(-c2ccccc2)noc1C)C1CCS(=O)(=O)C1 (stereo not drawn)	0%	7%	4%	18%	i	0	-3%	-3%	18
Oc1ccc2[nH]cnc2c1CN1CCCCC1	14%	10%	-13%	-2%	i	7	1%	0%	7	PMK inhibit pilot replicates=1.5;Spn MK inh pilot replicates=0.0;Spn DPM-DC inh pilot screen %=1.0
Cc1ccc(C(=O)NCCN2CCOCC2)cc1Cl	11%	12%	-1%	23%	i	6	-10%	0%	0
CSc1sc(C)cc1C1C(C#N)=C(N)N(c2cccnc2)C2=C1C(=O)CC(C)(C)C2 (stereo not drawn)	4%	4%	-12%	21%	i	9	4%	-6%	10
COC(=O)C(C(=O)OC)=C(/C=C/C=C/N(C)C)N(C)C	13%	-19%	-7%	·	i	8	1%	-1%	7
COc1ccc(C)cc1NC(=O)CN1CCN(S(=O)(=O)c2ccc(Cl)cc2)CC1	7%	-3%	-17%	-3%	i	6	22%	-5%	12	PMK inhibit pilot replicates=4.5;Spn MK inh pilot replicates=0.0;Spn DPM-DC inh pilot screen %=0.0
Cc1nn(C)c(C)c1NC(=O)CCSc1nc(-c2ccco2)cc(C(F)(F)F)n1	6%	-15%	-6%	10%	i	4	10%	-2%	11	PMK inhibit pilot replicates=0.0;Spn MK inh pilot replicates=0.0;Spn DPM-DC inh pilot screen %=0.0
O=C(CSc1nc2ccccc2c(=O)n1Cc1ccco1)NCc1ccccc1	15%	58%*	59%*	9%	i	7	19%	6%	0	PMK inhibit pilot replicates=3.5;Spn MK inh pilot replicates=0.0;Spn DPM-DC inh pilot screen %=2.0
CC1CCCN(c2nc3c(c(=O)[nH]c(=O)n3C)n2CCSc2nc3ccccc3o2)C1 (stereo not drawn)	-6%	-12%	-16%	13%	i	7	4%	0%	8
Cc1nnc(NC2=NCCCCC2)o1	3%	-3%	-1%	6%	i	0	2%	4%	10
CC(=O)c1cc2c(cc1NC(=O)CN1CCOCC1)OCO2	5%	1%	-2%	9%	i	6	4%	3%	3
O=C(NCCC1=CCCCC1)C1CC(=O)N(C2CCCCCC2)C1 (stereo not drawn)	4%	-4%	0%	-11%	i	0	-1%	-8%	17	PMK inhibit pilot replicates=2.0;Spn MK inh pilot replicates=0.5;Spn DPM-DC inh pilot screen %=0.0
O=C(NCc1ccccn1)/C(=N/O)c1ccccc1	10%	4%	2%	·	i	0	-6%	1%	3
c1ccc(-n2nnnc2Oc2ccc(-n3ccnc3)cc2)cc1	11%	-12%	2%	10%	i	2	-4%	5%	11
Cc1cc(NC(=O)c2sccc2C)n(-c2cccc(Cl)c2)n1	12%	-6%	-5%	2%	i	2	-2%	2%	14
CCC1CCCCN1CCNC(=O)CNS(=O)(=O)c1ccc2nc(C)sc2c1 (stereo not drawn)	12%	-5%	-5%	0%	i	1	9%	-10%	6
Cc1ccc(-n2ncc3c(=O)n(CC(=O)NC4CCCCC4)cnc32)cc1	10%	-22%	-16%	2%	i	10	-9%	-3%	11
O=C1CC(c2ccc(Cl)cc2)n2nc(N3C(=O)CCC3=O)nc2N1 (stereo not drawn)	16%	-22%	-12%	·	i	10	-15%	-2%	6
CSCC[C@H](NC(=O)NCc1cccs1)C(=O)O	9%	-17%	-17%	2%	i	6	-1%	-2%	2
O=C(Nc1ccc2c(c1)OCCO2)c1cc(-n2cnnc2)ccc1Cl	1%	-5%	-10%	-5%	i	11	0%	-10%	7
CCNC(=O)CN(c1ccc(C)cc1)S(=O)(=O)c1ccc(SC)cc1	26%	-16%	-21%	13%	i	0	·	-2%	26*
Cc1ccc(CNC(=O)CSc2n[nH]c(N)n2)cc1	12%	15%	7%	-2%	i	0	-1%	-5%	15	PMK inhibit pilot replicates=1.5;Spn MK inh pilot replicates=0.5;Spn DPM-DC inh pilot screen %=0.5
O=C(c1noc2c1CCCCC2)N1CCOCC1	0%	-3%	1%	5%	i	7	3%	1%	15
COc1ccc(NC(=O)c2nc3nc(C)cc(C(F)F)n3n2)cc1OC	10%	6%	4%	9%	i	3	1%	-4%	1
COC(=O)c1ccc(CSc2nccn2C)cc1	13%	-9%	-1%	0%	i	3	0%	-8%	3
Cc1cccc(NC(=O)c2cnc3sccn3c2=O)c1	17%	-1%	-12%	-11%	i	6	-2%	0%	1
CCOC(=O)c1cc(=O)cc(C(=O)OCC)o1	4%	-7%	-9%	·	i	1	-4%	13%	5
Cc1cc(NC(=O)CSc2ccc(Cl)cc2)no1	15%	5%	-14%	2%	i	0	1%	-7%	7	PMK inhibit pilot replicates=1.5;Spn MK inh pilot replicates=0.5;Spn DPM-DC inh pilot screen %=0.0
CCCC(=O)c1ccc(N2CCN(S(=O)(=O)c3ccc(C)cc3)CC2)c(F)c1	6%	-18%	-10%	·	i	0	-17%	-2%	11
CCOCCCNC(=O)CCS(=O)(=O)Cc1ccc(C)cc1	2%	4%	2%	-4%	i	2	10%	0%	15
COc1ccc(OCCCN2CCCC(C)C2)cc1 (stereo not drawn)	8%	18%	1%	11%	i	9	-3%	-1%	0
CCOc1cc(C2C(C(=O)N3CCCCC3)=C(C)NC3=C2C(=O)CC(C)(C)C3)ccc1O (stereo not drawn)	7%	-4%	6%	-2%	i	11	0%	-3%	16
COc1cccc(CN2CCN(C(=O)CC(C)C)CC2)c1	8%	-2%	-21%	5%	i	61*	0%	-11%	7	PMK inhibit pilot replicates=0.5;Spn MK inh pilot replicates=0.5*;Spn DPM-DC inh pilot screen %=0.0
Cc1cccc(NC(=O)COc2ccc(Br)cc2)n1	6%	-2%	-10%	10%	i	2	9%	-4%	0	PMK inhibit pilot replicates=4.5;Spn MK inh pilot replicates=2.0;Spn DPM-DC inh pilot screen %=2.0
Cc1ccccc1C(=O)Nc1ccccc1	-4%	-23%	-17%	2%	i	5	-6%	-8%	6
CCOc1ccccc1C(=O)Nn1c(C2CCC2)nc2ccccc2c1=O	15%	8%	5%	·	i	0	-7%	-2%	8	PMK inhibit pilot replicates=0.0;Spn MK inh pilot replicates=0.0;Spn DPM-DC inh pilot screen %=0.0
Cc1cc(C)c(C)c(OCCOCCN2CCOCC2)c1	1%	-4%	-7%	·	i	2	-7%	0%	1
Cc1cc(Cl)ccc1OCC(=O)Nc1ccccc1N1CCOCC1	6%	12%	4%	-3%	i	8	4%	-5%	0
COc1cc(NC(=O)C2CCCN2C(=O)C2CCC(C)CC2)cc(OC)c1OC (stereo not drawn)	-6%	-21%	-10%	-6%	i	8	9%	-6%	0
COc1ccc(S(=O)(=O)Nc2ccccc2C(=O)NCc2ccco2)cc1Br	6%	28%	26%	12%	i	6	-2%	-6%	1
CCCCNC(=O)OCC(CC)NC(=O)OC(C)C (stereo not drawn)	4%	-6%	3%	-5%	i	8	-6%	4%	9
O=C(NCc1ccccc1)NC1(C(=O)N2CCOCC2)CCCCC1	11%	0%	-5%	·	i	4	-13%	-11%	12

Fetched one by one from the entries so far:
SMILES	Alkaline phosphatase	HPDE-C7K KRASV12	HPDE-C7 cytotoxicity	LYP phosphatase	Spn DPM-DC inh	Spn MK inh	HT1080 viability	Bfl-1 inhibitors	PMK inhibit	others
Cc1ccc(-n2ncc3c(=O)n(CC(=O)NC4CCCCC4)cnc32)cc1	10%	-22%	-16%	2%	i	10	-9%	-3%	11
Cc1nn(C)c(C)c1NC(=O)CCSc1nc(-c2ccco2)cc(C(F)(F)F)n1	6%	-15%	-6%	10%	i	4	10%	-2%	11	PMK inhibit pilot replicates=0.0;Spn MK inh pilot replicates=0.0;Spn DPM-DC inh pilot screen %=0.0

Screening results as filed in PubChem BioAssay.
